# TNAP inh noacc = human TNAP enzyme inhibitors, primary screen, biochemical, luminescent, no phosphate acceptor, uHTS | 200,000 compounds, 0.26% hits | inhibition, % at 20 µM | Alkaline phosphatase, tissue-nonspecific isozyme (Homo sapiens), P05186 | purified TNAP, CDP-star luminescence, 30 min;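 active = tissue-nonspecific alkaline phosphatase inhibition above about 50% at 20 µM in the single-dose screen, limit read from the data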;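 note: 0% = DMSO negative control and 100% = EDTA positive control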
# TNAP act hi DEA = TNAP activators at high phosphate acceptor level, primary screen, biochemical, luminescence, uHTS; Alkaline phosphatase, tissue-nonspecific isozyme (Homo sapiens), P05186; purified TNAP, CDP-star luminescence, 1 M DEA, 30 min; active compounds read high; 0 = EDTA background, 1 = DMSO-only activity; activation factor at 20 µM; 200,000 tested, under 10 active; AID 1136, 2008;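 active = activation factor at least 2 at 20 µM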
#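 Dosing: 20 µM single point. System: human TNAP. Amount: TNAP 1/800 final. Incubation: 30 min, room temperature. Read-out: TNAP activation factor scaled between EDTA and DMSO control wells. Signal: luminescence from CDP-star hydrolysis. Medium: 1 M DEA, pH 9.8, Mg2+, Zn2+. Control set: EDTA negative control, DMSO positive control.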
# PMI act = activators of human PMI, primary screen, biochemical, fluorescence intensity, near-Km mannose 6-phosphate; Mannose-6-phosphate isomerase (Homo sapiens), P34949; 190,000 compounds, 0.005% hits; AID 1214, 2008; purified human PMI, coupled resazurin fluorescence, 20 min; active compounds read high; 1 = vehicle control, 0 substrate-free wells; activation factor at 20 µM;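 active = activation factor of 2 or more at 20 µM, relative to plate controls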
# Lmaj promast = Leishmania major promastigote growth inhibition, primary screen; AID 1063, 2008; 200,000 compounds, 9% hits; inhibition, % at 10 µM; Leishmania major promastigotes, resazurin fluorescence viability; in the data active = inhibition above about 50%;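 note: promastigotes grown with compound for 44 hours at 28 °C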
# Diaphorase act = compounds boosting diaphorase resazurin reduction – biochemical, uHTS, resorufin fluorescence, counter-screen for diaphorase-coupled primary assays, primary screen. Diaphorase/resazurin coupled assay, 16 min; active compounds read high; 1 = vehicle wells, 0 = NADH-free wells. activation factor at 20 µM. 190,000 compounds, 0.005% hits;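 active = diaphorase activity raised at least twofold by the compound at 20 µM; inactive = activation factor below 2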
#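 Material: purified diaphorase enzyme from Clostridium kluyveri / Medium: HEPES pH 7.4 buffer with MgCl2 and Tween 20 / Schedule: enzyme reaction of 16 min at room temperature / Measured by: resorufin fluorescence, excitation 544 nm, emission 590 nm / Evaluation: rise in resorufin formation, marking diaphorase activation or chemical reduction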
# PMI act hi M6P = human PMI activators, high substrate, primary screen, biochemical, fluorescence intensity, near-saturating mannose 6-phosphate. AID 1216, 2008. activation factor at 20 µM. Mannose-6-phosphate isomerase (Homo sapiens), P34949. 190,000 compounds, 0.34% hits. coupled PMI enzyme assay, resazurin fluorescence, 20 min; active compounds read high; 1 = untreated enzyme, 0 = substrate-free blank;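 active = activation factor of 2 or more at 20 µM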
#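 Test system: human phosphomannose isomerase with PGI, G6PDH, diaphorase coupling enzymes / Doses: 20 µM compound, 1% DMSO / Times: enzyme reaction with compound 20 min at room temperature / Measured by: Diaphorase-driven resazurin-to-resorufin fluorescence, excitation 544, emission 590 nm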
# TNAP inh hi DEA = human TNAP enzyme inhibitors, primary screen, biochemical, luminescent, high phosphate acceptor level, uHTS; purified TNAP, CDP-star luminescence, 1 M DEA; inhibition, % at 20 µM; 200,000 compounds, 0.03% hits;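 active = over 50% inhibition of tissue-nonspecific alkaline phosphatase at 20 µM in the single-dose screen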;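 note: plate controls were DMSO wells for no effect and EDTA-quenched wells as full inhibition for full effect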
# Diaphorase inh = diaphorase inhibitors and chemical oxidizers, primary screen, counter-screen for diaphorase-coupled primary assays, biochemical, uHTS, resorufin fluorescence; AID 1217, 2008; 190,000 compounds, 0.69% hits; diaphorase resazurin-to-resorufin fluorescence, NADH, 16 min; bacterial (C. kluyveri) enzyme, not human; inhibition, % at 20 µM;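 active = primary screen inhibition at 20 µM above a set limit, cut at about 50% in these data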;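 note: plate controls were DMSO with full reaction for no effect and wells lacking NADH for full effect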
#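 Test system: diaphorase enzyme from Clostridium kluyveri; amount: diaphorase at 0.14 U/mL in enzyme working solution; detection: fluorescence of resorufin formed from resazurin, Ex 544/Em 590 nm; times: reaction incubation of 16 min at room temperature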
# bIAP activator = bovine intestinal alkaline phosphatase activators, primary screen, biochemical, bovine IAP, CDP-star luminescence; alkaline phosphatase, intestinal [Bos taurus]; purified bovine IAP, 30 min; active compounds read high; fold of DMSO-control signal, blank-subtracted; activation factor at 20 µM; 200,000 compounds, 0.17% hits; AID 1016, 2008;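 active = activation factor of 2 or more at 20 µM, a signal rise over negative controls twice the positive control's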
# bIAP inh = bovine intestinal alkaline phosphatase inhibitors, primary screen, selectivity assay for TNAP inhibitor project, biochemical, bovine IAP, CDP-star luminescence. alkaline phosphatase, intestinal [Bos taurus]. purified bovine IAP, 30 min. inhibition, % at 20 µM. 190,000 tested, under 10 active. AID 1019, 2008;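 active = over 50% inhibition of intestinal alkaline phosphatase at 20 µM in the single-dose screen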
#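 test system = bovine IAP enzyme | medium = DEA buffer 100 mM, pH 9.8, with MgCl2 1.0 mM, ZnCl2 0.02 mM | detection = luminescence | dosing = single compound dose of 20 µM, 2% DMSO final | incubation = 30 min reaction at room temperature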
# Numbers without * were called inactive; . = not tested or not shown.
no.	Molecule	TNAP inh noacc	TNAP act hi DEA	PMI act	Lmaj promast	Diaphorase act	PMI act hi M6P	TNAP inh hi DEA	Diaphorase inh	bIAP activator	bIAP inh
1	COC(=O)c1ccc(NC(C)=O)cc1O	-5.8	1.1	1	-7.3	0.9	1	-5.1	5.9	1	-2.0
2	CCC1Oc2ccc(C)cc2N(CC(=O)N2CCN(c3ccc(F)cc3)CC2)C1=O (centres undefined)	7.9	1	0.9	-11.3	0.9	0.9	1.9	11.8	1	-3.5
3	COc1ccc(OC)c(NC(=O)C2CCC(CNc3c(N4CCC(C)CC4)c(=O)c3=O)CC2)c1 (centres undefined)	16.9	1	1	-6.4	0.9	0.8	-4.9	9.8	1.1	-10.0
4	CCOC(=O)CSc1nnc(CSc2nc3ccccc3s2)n1C	-10.7	1.1	1	2.4	0.9	1	-7.0	5.0	0.9	8.9
5	C#CCNC(=O)C1=C[C@@H](C)C[C@@H](OCc2ccc(CO)cc2)O1	-9.0	1.1	1	-0.5	0.9	1	-5.1	6.4	0.9	9.0
6	O=C(NCc1cccs1)C1CCN(S(=O)(=O)c2cccc3nsnc23)CC1	-7.3	1	1	-6.3	0.9	1.1	0.6	5.5	1	0.6
7	COC(=O)Nc1ncc(CN2CCC(c3ccccc3)CC2)s1	-12.8	1	1	10.8	0.9	1	-2.9	9.4	0.8	18.1
8	CCc1ccc2[nH]c3nc(SCc4nnc(-c5ccc(C)cc5)o4)nnc3c2c1	-3.1	1	1	-5.7	1	1	2.8	3.6	0.9	10.7
9	COC(=O)c1ccccc1NC(=O)CSc1nnc(-c2cccnc2)n1N	0.3	1	1.1	-3.9	1.2	1.1	-3.4	-17.8	1.1	-9.5
10	COc1cccc(C2=NOC(C(=O)Nc3cc(OC)c(OC)c(OC)c3)C2)c1 (centres undefined)	-8.2	1.1	1	15.5	0.8	1	-6.5	15.7	1	3.3
11	CC(=O)Nc1ccc(S(=O)(=O)N2CCCc3ccccc32)cc1	-11.9	1	0.8	18.4	0.7	0.9	-4.8	27.8	0.8	15.3
12	C=CCN1C(=O)C(Cc2ccc(C)cc2)S/C1=N/N=C/c1ccco1 (centres undefined)	-3.2	1.1	0.8	-4.1	0.7	0.8	-5.7	34.6	0.8	17.3
13	Cc1cc(NS(=O)(=O)c2ccc(NC(=O)c3cnc4scc(C)n4c3=O)cc2)nc(C)n1	-9.4	1.1	1	-5.0	1.1	1.1	-7.1	-11.7	0.9	6.3
14	c1ccc(-c2cc(-c3nc(-c4cccnc4)no3)c3ccccc3n2)cc1	-8.7	1	1	.	1	1	-4.8	-1.2	1	2.0
15	COc1ccc(C2(C(=O)N3CCCC3)CCOCC2)cc1OC	-6.8	1	0.8	-7.4	0.9	0.9	0.6	10.8	1.1	-6.6
16	Cc1cc(/C=C2\Cc3ccccc3C2=O)c(C)n1-c1ccccc1	0.2	0.9	1.1	2.5	1	1	8.6	4.9	1	-0.4
17	CCCCCc1nnc(NC(=O)c2ccc(=O)n(C)n2)s1	-13.2	1	1	1.6	1	1.1	-2.3	3.2	1	0.9
18	COc1cc2nc(Cl)nc(N3CCOCC3)c2cc1OC	-10.3	1	0.9	0.2	0.8	0.9	-0.5	22.9	0.9	6.2
19	Cc1nn(C)cc1/C=C(/C#N)C(N)=O	-21.3	1	1.1	-7.6	0.9	1.1	0.5	6.3	0.8	19.2
20	Cc1ccc(-c2nc(C)sc2CC(=O)Nc2cccc(C)c2C)cc1	-18.8	1	0.9	-1.7	0.8	1	-4.1	15.2	0.8	20.4
21	Cc1ccc(N2C(=O)C3C4CC(=O)C(c5ccccc54)C3C2=O)cc1C (centres undefined)	-2.1	1	0.8	-3.2	0.9	0.9	2.9	11.3	1	3.5
22	CC(C)N1CSC(=S)N(Cc2ccccc2)C1	4.7	1.1	0.9	74.8*	1	1	-5.2	3.8	0.8	15.5
23	CCc1ccc(C(=O)CN2C(=O)C(C)N(c3ccc(C)cc3)C2=O)cc1 (centres undefined)	-1.4	1	1	45.7	1	1	0.3	4.3	1.1	-8.1
24	COc1cc2c(cc1NC(=O)CSc1nnnn1-c1ccccc1)oc1ccccc12	-17.0	1.1	1	1.4	1	1.1	-7.3	1.7	0.8	15.6

# Next part, overlapping the part above by four compounds.
no.	Molecule	TNAP inh noacc	TNAP act hi DEA	PMI act	Lmaj promast	Diaphorase act	PMI act hi M6P	TNAP inh hi DEA	Diaphorase inh	bIAP activator	bIAP inh
21	Cc1ccc(N2C(=O)C3C4CC(=O)C(c5ccccc54)C3C2=O)cc1C (centres undefined)	-2.1	1	0.8	-3.2	0.9	0.9	2.9	11.3	1	3.5
22	CC(C)N1CSC(=S)N(Cc2ccccc2)C1	4.7	1.1	0.9	74.8*	1	1	-5.2	3.8	0.8	15.5
23	CCc1ccc(C(=O)CN2C(=O)C(C)N(c3ccc(C)cc3)C2=O)cc1 (centres undefined)	-1.4	1	1	45.7	1	1	0.3	4.3	1.1	-8.1
24	COc1cc2c(cc1NC(=O)CSc1nnnn1-c1ccccc1)oc1ccccc12	-17.0	1.1	1	1.4	1	1.1	-7.3	1.7	0.8	15.6
25	CCOC(=O)CN1C(c2ccc(O)cc2)Nc2ccc(Br)cc2C1c1ccccc1 (centres undefined)	2.4	1	0.7	13.4	0.8	0.8	-1.4	24.6	0.9	9.4
26	COc1ccc(C)cc1NC(=O)NCc1ccc(F)cc1	-11.0	1	1	0.7	1.1	1	-4.0	-12.3	1	2.4
27	C=CC[n+]1c(-c2ccccc2)csc1NC(C)(C)C	-5.4	1.1	1.2	3.5	1	1.1	-5.4	1.0	0.7	26.7
28	Cc1cc(C)nc(SCC(=O)Nc2ccc(Br)cn2)n1	-12.6	1.1	1	3.1	0.9	0.9	-7.7	13.8	0.9	7.8
29	COc1ccc(-c2ccc(CCC(=O)O)o2)cc1	-10.0	1.1	1	-7.1	0.9	1	-8.7	12.4	0.9	9.0
30	O=S(=O)(c1ccc(F)c2ccccc12)N1CCCCC1	-2.4	1.1	0.9	0.7	1	1	-7.1	0.0	0.9	14.5
31	CC1=NN(C(=O)c2ccc(Cn3cc(Br)c([N+](=O)[O-])n3)o2)C(O)(C(F)(F)F)C1 (centres undefined)	-4.9	1	1	-15.7	1	1.1	-2.8	-3.5	1	-0.6
32	C/C(CCc1ccco1)=N\NC(=O)CNc1cccc2ccccc12	-0.3	0.9	0.7	-2.1	0.5	0.4	5.8	48.3	1.1	-7.3

# Profiles, quoted from the list.
# Profile of COc1ccc(-c2ccc(CCC(=O)O)o2)cc1 → TNAP inh noacc: -10.0; TNAP act hi DEA: 1.1; PMI act: 1; Lmaj promast: -7.1; Diaphorase act: 0.9; PMI act hi M6P: 1; TNAP inh hi DEA: -8.7; Diaphorase inh: 12.4; bIAP activator: 0.9; bIAP inh: 9.0
# Profile of Cc1cc(C)nc(SCC(=O)Nc2ccc(Br)cn2)n1 → TNAP inh noacc: -12.6; TNAP act hi DEA: 1.1; PMI act: 1; Lmaj promast: 3.1; Diaphorase act: 0.9; PMI act hi M6P: 0.9; TNAP inh hi DEA: -7.7; Diaphorase inh: 13.8; bIAP activator: 0.9; bIAP inh: 7.8

# New compounds follow
no.	Molecule	TNAP inh noacc	TNAP act hi DEA	PMI act	Lmaj promast	Diaphorase act	PMI act hi M6P	TNAP inh hi DEA	Diaphorase inh	bIAP activator	bIAP inh
33	O=C1Oc2ccccc2C(=O)/C1=C/c1ccccc1O	0.8	1	1.1	7.2	1.1	1	1.8	-9.3	1.1	-15.0
34	Cn1cnnc1SCC(=O)n1c2ccccc2c2ccccc21	2.2	1.1	1.1	-1.5	0.9	1.1	-5.1	5.6	1	-0.4
35	C(=N\Nc1nc2ccccc2[nH]1)/c1c[nH]c2ccccc12	-49.0	1	0.8	99.3*	0.9	0.9	-1.5	14.2	0.9	8.8
36	O=C(Cc1ccc([N+](=O)[O-])cc1)N1CCN=C1SCc1ccccc1	-16.3	1	1	-3.0	1	1.1	1.5	-4.6	1	3.4
37	COc1ccc2nc(NC(=O)CN3CCOCC3)sc2c1	-3.6	1	1	-1.9	1	1.1	-1.8	-0.1	1	0.4
38	N#Cc1cc(O)c(-n2nnc3ccccc32)cc1C#N	-1.8	1	1.1	-1.3	1.1	0.9	-1.9	-12.7	1.1	-7.8
39	O=C(CCCCCn1c(=S)[nH]c2cc3c(cc2c1=O)OCO3)N1CCN(C(=O)c2ccco2)CC1	1.2	1	1	1.4	0.8	1	-2.3	18.3	1	-2.9
40	CC(OC(=O)c1ccc2ncsc2c1)C(=O)N1CCCC1 (centres undefined)	-0.8	1	1.1	3.0	1	1	-1.3	-2.1	1.1	-5.8
41	COC(=O)[C@@H]1CCCN1Cc1nc(Cc2ccccc2F)no1	-8.9	1	.	6.3	.	.	0.4	.	1	-0.9
42	CC(C)N1C(=O)S/C(=C/c2cccnc2)C1=O	-0.3	1	1	71.0*	0.9	1	-1.6	6.6	1	-2.8
43	COc1nc(N/N=C/c2ccc(-c3ccccc3[N+](=O)[O-])o2)nc(N2CCOCC2)n1	8.9	1	0.7	85.9*	0.6	0.5	4.3	41.9	1	1.8
44	COc1ccc(/C=C/C(=O)Nc2ccc(OC)cc2[N+](=O)[O-])cc1	-4.7	0.9	0.9	-7.5	0.9	1	6.3	10.0	0.9	11.9
45	Nc1c(S(=O)(=O)c2ccccc2)c2nc3ccccc3nc2n1/N=C/c1cccc(O)c1	-12.7	1.1	1	91.1*	0.7	0.8	-5.9	28.5	1	4.9

# High-throughput results deposited in PubChem by several laboratories.
